# High-throughput results (PubChem)
# Bcl-xL primary = blocks human Bcl-xL binding to Bim BH3 peptide; Q07817; inhibition, % at 10.9 µM; 320,000 tested, 0.7% active; GST-Bcl-xL / FITC-Bim BH3 peptide fluorescence polarization;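 active means inhibition above the mean of all tested compounds plus 3 SD, cutoff set per campaign, cut at about 30% in these data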;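 further: 0% = DMSO wells and 100% = unlabeled Bim-BH3 peptide competitor; inhibitors lower millipolarization by displacing the labeled peptide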
# Target sequence (Q07817 whole entry, looked up): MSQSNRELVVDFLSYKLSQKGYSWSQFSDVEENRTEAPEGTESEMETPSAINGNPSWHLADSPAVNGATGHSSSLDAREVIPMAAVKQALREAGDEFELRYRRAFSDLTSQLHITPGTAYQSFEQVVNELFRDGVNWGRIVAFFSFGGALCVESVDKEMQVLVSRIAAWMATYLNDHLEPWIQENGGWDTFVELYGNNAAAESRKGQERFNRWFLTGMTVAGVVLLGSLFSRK
# TPT1 inh = inhibitors of Candida albicans tRNA 2'-phosphotransferase TPT1; 300,000 tested, 0.81% active; recombinant caTPT1, FP RNA substrate dephosphorylation; inhibition, % at 5 µM;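 active means inhibition above the mean of all tested compounds plus 3 SD, set per screening campaign, cut at about 24% in these data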;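 further: plate controls were DMSO alone for no effect and ferristatin control at 100 nM for full effect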
# PME-1 primary = PME-1 (human) inhibition; recombinant PME-1, FP-Rh probe fluorescence polarization; inhibition, % at 5.9 µM; 320,000 tested, 0.53% active;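 active means inhibition above the campaign mean of all compounds plus 3 SD, cut at about 26% in these data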;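 further: competitive labeling of PME-1 active site by serine hydrolase directed probe; 0% = PME-1 with DMSO and 100% = wells lacking PME-1 enzyme; inhibitors block probe labeling so polarization falls and inhibition rises; many of its hits are not listed in these tables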
# Target sequence (Q9Y570 whole entry, looked up): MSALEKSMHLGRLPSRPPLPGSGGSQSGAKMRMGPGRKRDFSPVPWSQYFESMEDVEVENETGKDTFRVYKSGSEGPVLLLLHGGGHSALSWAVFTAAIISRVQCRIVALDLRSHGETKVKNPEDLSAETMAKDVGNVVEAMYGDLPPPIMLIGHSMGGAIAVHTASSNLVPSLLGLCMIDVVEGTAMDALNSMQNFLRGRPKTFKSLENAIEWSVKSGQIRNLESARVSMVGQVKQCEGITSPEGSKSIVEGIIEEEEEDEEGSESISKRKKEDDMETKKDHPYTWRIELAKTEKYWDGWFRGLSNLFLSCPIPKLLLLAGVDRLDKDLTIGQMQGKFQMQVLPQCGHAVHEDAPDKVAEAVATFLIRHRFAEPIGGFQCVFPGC
# MEX-5 binding = C. elegans MEX-5 TCR-2 RNA binding activity; Q9XUB2; MEX-5/FITC-TCR2 RNA binding, fluorescence polarization; stronger effect = lower value; activity score (negative = inhibition of binding), % at 10 µM; 300,000 tested, 0.38% active;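 active means inhibition past about -25% in most replicates, and total fluorescence under double the plate's negative control median, limit read from the data; inconclusive means replicates evenly split on the limit, or fluorescence at least double controls; inactive means too little inhibition in most replicates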;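 further: 0% = DMSO and -100% = 5 µM competing unlabeled TCR2 RNA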
# Target sequence (Q9XUB2 whole entry, looked up): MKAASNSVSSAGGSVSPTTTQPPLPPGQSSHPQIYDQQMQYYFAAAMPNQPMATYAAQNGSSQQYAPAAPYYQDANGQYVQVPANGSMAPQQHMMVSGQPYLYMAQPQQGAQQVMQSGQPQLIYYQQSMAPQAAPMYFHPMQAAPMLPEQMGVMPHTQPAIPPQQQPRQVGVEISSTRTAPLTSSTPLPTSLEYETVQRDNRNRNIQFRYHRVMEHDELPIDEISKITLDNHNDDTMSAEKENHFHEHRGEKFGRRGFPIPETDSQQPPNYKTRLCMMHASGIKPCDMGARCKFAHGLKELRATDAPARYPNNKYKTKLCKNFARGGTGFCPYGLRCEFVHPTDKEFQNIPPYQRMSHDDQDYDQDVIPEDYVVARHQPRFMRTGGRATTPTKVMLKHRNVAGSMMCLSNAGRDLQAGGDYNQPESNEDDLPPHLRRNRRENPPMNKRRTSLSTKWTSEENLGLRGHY
# PAD4 inh = PAD4 (human) enzyme inhibition; recombinant PAD4, RCA probe fluorescence polarization; 330,000 tested, 0.41% active; AID 485272; inhibition, % at 6.36 µM;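 active means percent inhibition above a cutoff equal to the mean of all tested compounds plus 3 SD, cut at about 15% in these data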;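 further: 0% = PAD4 with RCA probe and DMSO and 100% = probe without PAD4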
# GLD-1 RNA inh = GLD-1-TGE RNA interaction inhibition (C. elegans); Q17339; purified GLD-1 + fluorescein TGE RNA, fluorescence polarization; inhibition, % at 5.96 µM; 320,000 tested, 0.44% active; AID 2280;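 active means percent inhibition above a per-plate cutoff, the plate mean of test compounds plus 3 SD, cut at about 30% in these data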;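 further: 0% = DMSO wells with GLD-1 and probe and 100% = wells lacking GLD-1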
# MCL1-BIM inh = inhibitors of human MCL1 binding to BIM-BH3 peptide | inhibition, % at 10.9 µM | GST-MCL1 / FITC-Bim-BH3 fluorescence polarization | 320,000 tested, 0.68% active;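 active means inhibition above the mean inhibition of all tested compounds plus 3 SD, set per campaign, cut at about 40% in these data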;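 further: 0% = DMSO wells and 100% = unlabeled Bim-BH3 peptide control; higher means more loss of mP so more displacement of Bim peptide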
# GSTO1 inh = blocks human GSTO1 in RBBP9 counter-screen; P78417; recombinant GSTO1, activity-based probe fluorescence polarization; inhibition, % at 5.96 µM; 300,000 tested, 1.1% active; AID 1974;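 active means inhibition above the campaign mean inhibition plus 3 SD, cut at about 35% in these data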;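 further: 0% = GSTO1-1 with DMSO and 100% = wells lacking GSTO1-1 enzyme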
# Fam108B inh = Fam108B inhibition, counter-screen for RBBP9 inhibitors; 300,000 tested, 0.33% active; recombinant Fam108B, FP-Rh probe fluorescence polarization; inhibition, % at 9.51 µM;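 active means inhibition above the screen mean inhibition plus 3 SD, computed separately per campaign, cut at about 18% in these data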;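 further: inhibitors lower polarization as less probe binds the enzyme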
# Active calls of the source: *; ? = inconclusive; / = not tested or not shown. An excerpt (hit frequency here may not be typical).
SMILES,Bcl-xL primary,TPT1 inh,PME-1 primary,MEX-5 binding,PAD4 inh,GLD-1 RNA inh,MCL1-BIM inh,GSTO1 inh,Fam108B inh
Cn1ccnc1SCC(=O)Nc1cc(F)ccc1F,-1,-5,2,-0.8,-1,5,2,3,-3
Cc1cccc(NC(=O)CN2C(=O)COc3ccc(Cl)cc32)c1,6,1,-2,2.3,3,5,-2,3,0
COCCN(C(=O)CSc1nnc2cc(C)c3ccccc3n12)c1c(N)n(Cc2ccccc2)c(=O)[nH]c1=O,-4,-3,0,-0.6,2,0,-6,-4,2
O=C(c1ccccc1)N1N=C(c2ccccc2)CC1c1cccs1 (stereo not drawn),0,1,-6,-1.2,-1,5,6,-5,-2
CC(=O)N1CC(C)Sc2ccc(S(=O)(=O)NC3CCCCC3C)cc21 (stereo not drawn),4,-2,-2,-0.1,0,6,4,0,-2
O=C(CSc1cccc2cccnc12)N1CCCC1,-4,0,3,0.8,-4,-1,-4,32,1
Cc1ccc(N2CC(C(=O)Nc3ccc(S(=O)(=O)Nc4ncccn4)cc3)CC2=O)cc1C (stereo not drawn),0,1,4,1.2,-3,0,3,1,0
CN(C)CCN(Cc1ccc(Cl)cc1)c1ccccn1,4,0,-2,-0.5,0,2,-3,7,2
Cc1c(N(C(=O)c2ccccn2)C2(C(=O)NC3CCCC3)CCCCC2)c(=O)n(-c2ccccc2)n1C,4,1,-3,-1.8,-2,2,2,2,2
CC(OC(=O)CC1CC2CCC1C2)C(=O)Nc1cccc(S(=O)(=O)N2CCOCC2)c1 (stereo not drawn),4,-1,-1,0.1,0,7,8,10,0
Cc1ccc(OCC(=O)Nc2c3c(nn2C(C)(C)C)CS(=O)(=O)C3)cc1,4,0,-1,0.8,-3,-4,4,-1,2
COc1ccc(NC(=O)c2ccc3snnc3c2)cc1,2,1,-5,0.4,-1,0,-2,-4,-3
CCc1ccc(NC(=O)CCC(=O)c2ccccc2)cc1,-17,24,-4,-0.2,-3,-38,-32,-3,1
Cc1ccc(Cn2c(S(=O)(=O)O)nc3ccccc32)cc1,5,-4,-5,3.5,-6,4,2,-1,2
O=C(N/N=C/c1cccnc1)c1ccco1,1,0,0,0.9,-1,2,4,2,-4
NC(=O)c1nsc(C(=O)N(Cc2ccco2)C(C(=O)NCc2ccccc2)c2ccc(O)cc2)c1N (stereo not drawn),-2,4,0,-2.7,-4,-6,-7,5,-9
CCOC(=O)C1CCN(S(=O)(=O)c2c(C)n(C)c(=O)n(C)c2=O)CC1,7,-3,0,-1.6,-1,3,0,-5,0
CCOC(=O)c1c(C)[nH]c(N=Nc2cccc(OC)c2)c1C,2,-4,18,-1.1,-5,0,7,-9,2
COc1ccc(NC(=O)Nc2ccc(Br)c(C)c2)cc1,3,-1,5,-1.8,0,-1,10,16,7
O=C(c1ccccc1)C(O)(Cc1ccccc1)c1ccccc1 (stereo not drawn),9,-4,-6,0.6,-4,7,5,19,1
C#Cc1cccc(C(=O)NC2CCCN(C3Cc4ccccc4C3)C2)c1 (stereo not drawn),4,0,1,-1.5,-2,8,4,3,4
COc1ccc(C2=NOC(C(=O)NCc3ccc(F)cc3)C2)cc1 (stereo not drawn),0,-2,2,-1.2,-7,5,0,-1,-3
O=C(O)c1c(Cl)c(Cl)c(Cl)c(Cl)c1C(=O)N1CCCC1,4,-2,0,0.8,-4,2,6,5,0
CCC(=O)c1ccccc1OCCCN1CCC(Cc2ccccc2)CC1,1,-1,0,-2.0,2,2,2,3,-3
CC(c1ccccc1)N(C)C(=O)CSc1nnc(C2CC2)n1C1CC1 (stereo not drawn),0,/,-1,/,-1,-2,6,/,/
COc1cc(OC)cc(C(=O)Nc2ccc(CN3CCCCC3)cc2)c1,0,-1,-3,-1.4,0,4,-7,-3,1
COc1ccc(NS(=O)(=O)c2cc(C(=O)OC(C)C(=O)N3CCOCC3)ccc2Cl)cc1 (stereo not drawn),0,0,2,0.5,-1,4,-10,8,3
CCOCCCNC(=S)N1CCCN(c2nc3cc(C)ccc3cc2C#N)CC1,8,-2,1,1.6,0,5,9,2,1
Cc1nn(CC(=O)Nc2ccc(N(C)C)cc2)c(C)c1[N+](=O)[O-],5,-3,-6,0.4,0,1,-3,2,11
Cc1cc(C)c2cc(CN(Cc3cccnc3)C(=O)c3ccc(F)cc3)c(Cl)nc2c1,1,-3,-2,-1.2,-2,2,8,7,7
N#CC(c1ccc(Cl)cc1)c1cccc(Cl)n1 (stereo not drawn),3,-1,2,-1.2,-4,2,-4,3,-5
CC(=O)NC12CC3CC(C1)CC(C(=O)OCC(=O)Nc1ncc(Cl)cc1Cl)(C3)C2,16,-5,2,-2.5,2,3,18,3,2
CC(=O)c1cccc(NS(=O)(=O)c2ccc(C(=O)Nc3ccccc3)cc2)c1,3,-5,-4,0.2,-2,4,0,-9,-1
COc1ccc(S(=O)(=O)NCc2ccco2)cc1C(=O)N1CCCCC1,2,-2,8,-0.8,4,-2,6,0,1
COc1ccccc1CNC(=O)C1CCC(=O)N(CCCN2CCCC2=O)C1 (stereo not drawn),-1,0,-15,-1.4,-3,-4,1,1,1
Cc1ccc(S(=O)(=O)CC(=O)c2ccc(C)c([N+](=O)[O-])c2)cc1,5,3,3,0.5,-1,-1,1,-4,-2
COc1ccc(C2Nc3ccccc3C(=O)N2NS(=O)(=O)c2ccccc2)c(OC)c1 (stereo not drawn),-3,3,1,-1.7,-2,5,2,0,5
COc1cc(C(=O)N2CCC(NC(=O)C(Cc3ccc(C(C)C)cc3)NC(C)=O)CC2)cc(OC)c1OC (stereo not drawn),4,-4,2,-0.2,1,-3,8,2,1
CN1CCN(C(=O)CN(C2CCCCC2)S(=O)(=O)c2ccc(Br)cc2)CC1,-1,0,-5,-2.0,-1,2,-5,-5,0
CCOc1ccc(C(=O)NNC2CC(=O)N(Cc3ccc(Cl)cc3)C2=O)cc1OC (stereo not drawn),2,-1,2,-1.7,0,-3,8,3,3
CN(C)c1ccc(C(=O)c2ccccc2C(=O)O)cc1[N+](=O)[O-],3,1,5,3.5,5,3,8,1,5
Cc1[nH]c2ccc(F)cc2c1CCN(Cc1ccco1)C(=S)NC(C)(C)C,-1,2,-4,1.4,-2,-2,2,3,-4
Cc1cc(SCC(=O)N2CCCC2)nc2ccccc12,2,1,15,-0.7,-1,0,1,-8,0
CCC(C)NC(=O)C1(NC(=O)Nc2ccccc2)CCCCC1 (stereo not drawn),6,-1,-7,-0.4,-4,-3,-4,5,0
Cc1ccc(S(=O)(=O)N(C)CC(=O)N2CCCC2)cc1,4,-2,-5,-1.5,-3,7,7,-5,-3
CCn1c(SCC(=O)Nc2cc(S(=O)(=O)N3CCOCC3)ccc2OC)nnc1-c1ccncc1,-10,7,3,0.6,-4,0,-7,-9,1
COC(=O)c1ccc(C2NC(C(=O)O)CS2)cc1 (stereo not drawn),-1,2,2,-1.5,-6,-2,0,4,0
CCN(CC)S(=O)(=O)c1cccc(-c2n[nH]c(=S)n2CC(C)C)c1,-17,1,0,1.2,-5,8,-22,8,1

# Next part, overlapping the part above by 2 compounds.
SMILES,Bcl-xL primary,TPT1 inh,PME-1 primary,MEX-5 binding,PAD4 inh,GLD-1 RNA inh,MCL1-BIM inh,GSTO1 inh,Fam108B inh
COC(=O)c1ccc(C2NC(C(=O)O)CS2)cc1 (stereo not drawn),-1,2,2,-1.5,-6,-2,0,4,0
CCN(CC)S(=O)(=O)c1cccc(-c2n[nH]c(=S)n2CC(C)C)c1,-17,1,0,1.2,-5,8,-22,8,1
O=C(Nc1cc([N+](=O)[O-])ccc1O)c1cccc([N+](=O)[O-])c1,10,-1,5,-1.8,-3,4,22,-7,4
Cc1c(NC(=O)c2ccc3nsnc3c2)cccc1[N+](=O)[O-],-2,0,6,0.3,3,5,-2,6,2
CC1CCCN(S(=O)(=O)c2ccc(NC(=O)C3CC(=O)N(C(C)(C)C)C3)cc2)C1 (stereo not drawn),-1,1,-3,-0.7,0,-2,6,0,4
C=CCN(c1ccc(Br)cc1C(=O)OC)S(C)(=O)=O,47*,/,-1,/,3,-5,0,/,/
O=C(CSc1nnc2ccccn12)Nc1ncc(Cl)cc1Cl,4,1,-2,3.0,1,8,-1,8,2
Cn1ccc(C(=O)N/N=C/c2c[nH]c3ccccc23)n1,-5,0,4,1.2,1,8,-3,1,1
CC(=O)c1ccc(OCC(=O)OCC(=O)Nc2sccc2C(N)=O)cc1,5,/,1,/,-3,-1,10,/,/
COc1ccccc1C(=O)NCCC(=O)Nc1cccc(S(=O)(=O)N2CCCC2)c1,-6,/,9,/,2,6,-12,/,/
CCC(C)N(C(=O)Cn1c(Cl)nc2c1c(=O)n(C)c(=O)n2C)C1CCS(=O)(=O)C1 (stereo not drawn),-8,2,-2,0.5,-4,-5,-6,-2,-2
COc1cc(C(=O)NCC(c2cccs2)N(C)C)cc(Cl)c1OC(C)C (stereo not drawn),-2,1,-1,-1.2,2,0,1,-4,-3
CC(O)(CS(=O)(=O)Cc1cccc(C(F)(F)F)c1)C(=O)Nc1cccc(C(F)(F)F)c1 (stereo not drawn),9,-4,2,-1.8,1,2,7,1,4
COC(=O)Cc1c(O)ccn(Cc2ccc(OC)c(OC)c2)c1=O,2,-1,3,0.2,-3,6,0,3,8
O=C(COC(=O)c1ccco1)c1ccc(Cl)cc1,4,-5,-1,-0.5,-5,12,6,2,2
CCOCCCn1c(=NC(C)=O)c(C#N)cc2c(=O)n3ccccc3nc21,16,-3,-4,?,-3,3,12,0,-4
Cc1cc(=O)[nH]c(SCC(=O)c2ccc3c(c2)NC(=O)CO3)n1,1,5,-1,-2.1,-1,-10,4,1,0
Cc1cc(-c2ccc(S(=O)(=O)N3CCN(c4cccc(C(F)(F)F)c4)CC3)s2)on1,2,5,-7,-2.1,-3,-1,3,-6,0
CN(C)c1nc2ccccc2c(N)c1-c1ccccc1,-6,16,0,/,-1,-16,-15,-2,3
Cc1ccc(S(=O)(=O)N2CCN(CCOc3cccc(C)c3)CC2)cc1,-1,/,9,/,-1,3,1,/,/
CN(C)c1ccc(/C=C2/NC(=O)NC2=O)cc1,-7,12,2,-0.1,-5,-37,-25,1,-2
O=C(COc1cc2oc(=O)c3c(c2cc1Cl)CCC3)NCCCN1CCOCC1,15,-1,-10,-1.9,4,5,6,13,6
CC(=O)N/C(=C\c1cccs1)C(=O)O,2,-1,-2,1.1,-3,6,-5,4,0
Cn1c(N=NC(=O)c2ccccc2)c(O)c2ccccc21,16,-3,8,-2.8,-19,6,14,-2,-2
COC(=O)c1[nH]c2ccccc2c1NC(=O)CN1CCCCCC1,-1,1,5,-1.0,0,4,-11,8,-1
Oc1ccc2ccccc2c1C=Nc1ccccc1-c1nc2ccccc2[nH]1,3,1,12,2.0,-8,5,16,2,15
CCOC(=O)N1CCN(Cc2nc3cc([N+](=O)[O-])ccc3n2C)CC1,3,-5,-1,-2.6,-2,0,-1,7,-5
COC(=O)c1ccc(CN2C(=O)NC(CC(C)C)C2=O)cc1 (stereo not drawn),1,0,2,1.3,1,1,-5,10,-2
CC(=O)Nc1ccc(NC(=O)CSc2nnc3ccc(-c4ccc(F)cc4)nn23)cc1,8,2,-4,-6.0,-1,-2,-3,-13,-2
Cc1cccc(NC(=S)NC(=O)c2ccco2)c1C,-2,-1,2,-0.2,3,6,10,1,-3
COc1ccc(CCNC(=O)c2cccc3c2C(=O)N(C2CCCCC2)C3)cc1OC,3,-2,-3,1.9,-4,0,-7,-2,-4
